# Compound activity deposited in PubChem by several laboratories.
# TRPN1 ag = activates the zebrafish TRPN1 channel; activation, % at 3 µM; HEK293 zebrafish TRPN1-YFP, Fluo-8 calcium fluorescence; 100% = response to 87 µM carbachol; AID 1424; actives 0.18% (n = 220,000);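 active = activation above its plate's cutoff, the mean activation of test wells on that plate plus 3 SD, cut at about 19% in these data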;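 note: 0% = DMSO alone and 100% = 87 µM carbachol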
#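 Material: zebrafish TRPN1-YFP in HEK293 cells. Doses: one dose of 3 µM, 0.3% DMSO. Incubation: dye 1 h 37 °C plus 30 min RT. Measured by: intracellular calcium fluorescence with Fluo-8.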
# Runt-SMMHC FRET = Runt domain-CBFb-SMMHC interaction inhibition; Q01196+Q13951; Cerulean-Runt/Venus-CBFb-SMMHC FRET ratio 530/480, 1 h; inhibition, % at 20 µM; actives 0.74% (n = 220,000); AID 1434;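 active = mean inhibition across duplicate retests at 20 µM reaching about 50%, limit read from the data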;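 note: 0% = DMSO wells and 100% = wells with excess untagged CBFb-SMMHC; inhibitors lower the FRET ratio by blocking Runt binding to CBFb-SMMHC; some results filed as inactive read as strong as hits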
# MDM2 E3 inh = Mdm2 E3 ligase (human) inhibition; cell-based MDM2 ubiquitination luciferase reporter, 2 h; 0 = plate control, 100 = twice control, blank-subtracted; Q00987; signal enhancement, % at 5 µM; actives 0.11% (n = 210,000);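 active = signal enhancement of 30% or more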;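 note: luminescence tracks abundance of the self-degrading MDM2-luciferase fusion protein; higher signal means inhibition of MDM2 E3 ligase activity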
# Target sequence (Q00987 whole entry, looked up, the tested form may be a part): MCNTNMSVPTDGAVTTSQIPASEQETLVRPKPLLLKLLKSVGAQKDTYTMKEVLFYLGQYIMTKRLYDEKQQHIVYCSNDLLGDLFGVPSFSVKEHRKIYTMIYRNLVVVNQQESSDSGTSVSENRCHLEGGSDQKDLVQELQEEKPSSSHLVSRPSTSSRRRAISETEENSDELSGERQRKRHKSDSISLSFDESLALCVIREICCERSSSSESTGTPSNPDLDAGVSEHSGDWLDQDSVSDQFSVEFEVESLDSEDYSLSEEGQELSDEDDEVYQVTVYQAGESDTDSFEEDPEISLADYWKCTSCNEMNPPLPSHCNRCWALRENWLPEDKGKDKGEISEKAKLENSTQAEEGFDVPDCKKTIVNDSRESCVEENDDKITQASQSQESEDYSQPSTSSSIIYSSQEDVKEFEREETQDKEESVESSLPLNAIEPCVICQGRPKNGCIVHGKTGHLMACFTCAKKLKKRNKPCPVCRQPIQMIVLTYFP
#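 Material: stable MDM2–luciferase fusion reporter cells / Quantity: 2000 cells/well / Dosing: single 5 µM compound dose, 0.2% final DMSO / Buffer or medium: DMEM / Schedule: 4 h cell settling then 2 h compound exposure, 37 °C / Detection: luminescence with SteadyLite reagent, 15 min at room temperature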
# CHOP inh = blocks CHOP induction under ER stress | CHO-K1 CHOP-promoter luciferase, tunicamycin-induced, 15-18 h | inhibition, % at 10 µM | actives 3.8% (n = 220,000) | AID 2732;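 active = compounds that reduced the stress-induced luciferase reporter signal by more than about 70% of percent inhibition, limit read from the data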;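 note: 0% = tunicamycin plus vehicle and 100% = wells without tunicamycin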
# EBV gp42 block = blocks Epstein-Barr virus glycoprotein 42 binding; Q1HVG2; Fluorescence polarization binding assay, mP read-out; inhibition, % (tested at 21.74 µM); actives 0.42% (n = 220,000); in the data active = inhibition above about 50%
# Target sequence (Q1HVG2 whole entry, looked up): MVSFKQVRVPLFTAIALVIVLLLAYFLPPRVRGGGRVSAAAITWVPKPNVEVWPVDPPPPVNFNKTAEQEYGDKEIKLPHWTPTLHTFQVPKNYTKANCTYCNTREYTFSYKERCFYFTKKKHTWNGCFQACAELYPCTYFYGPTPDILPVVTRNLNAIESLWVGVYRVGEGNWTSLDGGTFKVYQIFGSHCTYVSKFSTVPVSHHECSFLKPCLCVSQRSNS
# TNF death inh = blocks TNF-alpha induced death of Jurkat FADD-/- cells. AID 463075. activation (protection from cell death), % at 10 µM. actives 0.068% (n = 220,000). Jurkat FADD-/- TNF necroptosis rescue, ATP luminescence, 24 h; 0 = TNF only, 100 = no-TNF cells;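 active = activation, meaning protection from cell death, of at least 50% relative to plate controls; inactive = activation below 50%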;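 note: necroptosis triggered by 40 ng/mL TNF-alpha added together with compound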
# PPC-1+TRAIL kill = kills PPC-1 cancer cells in the presence of TRAIL; PPC-1 cells + TRAIL, ATPLite viability luminescence; cell killing (% activity), % at 4 µM; actives 0.41% (n = 220,000); AID 1443;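 active = cell killing above 50% in the first pass at 4 µM, then a duplicate retest at 5 µM averaging 50% or more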;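 note: plate controls were cells with TRAIL plus DMSO for no effect and medium-only wells lacking cells for full effect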
# p47phox inh = blocks human p47phox regulatory protein of NADPH oxidases | p47phox/p22phox peptide binding, fluorescence polarization, 2 h | inhibition, % at 24.7 µM | actives 0.53% (n = 220,000);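 active = inhibition above about 30%, limit read from the data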;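 note: 0% = p47phox with labelled peptide and 100% = labelled peptide alone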
# Target sequence (P14598 whole entry, looked up): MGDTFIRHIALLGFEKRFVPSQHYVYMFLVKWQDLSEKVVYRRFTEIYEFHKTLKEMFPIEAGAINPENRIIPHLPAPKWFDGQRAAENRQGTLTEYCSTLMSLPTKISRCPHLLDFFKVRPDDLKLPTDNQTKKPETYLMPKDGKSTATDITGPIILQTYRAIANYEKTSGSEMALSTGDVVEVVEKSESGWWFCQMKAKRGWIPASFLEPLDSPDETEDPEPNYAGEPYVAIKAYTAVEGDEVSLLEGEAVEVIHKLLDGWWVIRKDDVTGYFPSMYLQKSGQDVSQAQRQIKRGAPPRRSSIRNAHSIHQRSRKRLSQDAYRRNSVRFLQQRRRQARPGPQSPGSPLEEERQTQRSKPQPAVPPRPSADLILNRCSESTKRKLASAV
# TRPML3 agonist = human mucolipin-3 channel agonism. AID 1448. actives 0.29% (n = 220,000). activation, % at 3 µM. HEK293 TRPML3-YFP, Fluo-8 calcium fluorescence; 100% = the carbachol control signal. Q8TDD5;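 active = activation above its plate's cutoff, the mean activation of the plate's test wells plus 3 SD, cut at about 12% in these data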;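 note: 0% = DMSO only wells and 100% = carbachol wells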
#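 Material: TRPML3-YFP stable HEK293 cells | Dosing: One concentration, 3 µM nominal, 0.3% DMSO | Timing: 125 s total fluorescence read per well | Technique: Fluo-8 calcium dye fluorescence, ex 470-495, em 515-575 nm | Measure: Percent activation from peak-to-basal fluorescence ratio, scaled between DMSO and carbachol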
# Starred values were filed as active, the others as inactive; nt = not tested or not shown.
(1) COc1ccc(-n2nc([N+](=O)[O-])c(=NCc3ccco3)n2O)cc1
(2) COCCCNC(=O)Cn1cc(C(=O)c2cccs2)c2ccccc21
(3) Cc1nc2cc(NS(=O)(=O)c3c(C)c(C)cc(C)c3C)ccc2s1
(4) CS(=O)(=O)N(CC(=O)Nc1ccccc1C(=O)NCc1ccco1)c1ccccc1F
(5) CC(=O)C1=C(C)N(CC2CC2)C(=O)N[C@H]1c1ccccc1
(6) Cc1ccc(Sc2ccc(/C=N/O)cc2[N+](=O)[O-])cc1

Assay by compound	1	2	3	4	5	6
TRPN1 ag	-1.0	1.1	-1.4	0.7	0.8	-2.1
Runt-SMMHC FRET	-5.5	3.8	-1.6	-1.5	1.1	1.2
MDM2 E3 inh	-0.5	6.2	-4.7	-2.0	nt	-0.7
CHOP inh	-11.6	13.6	57.9	9.7	9.1	101.4*
EBV gp42 block	-0.5	-2.4	8.2	4.7	-3.1	15.2
TNF death inh	1.0	-0.3	-1.1	2.1	-0.7	-1.0
PPC-1+TRAIL kill	9.7	14.7	-7.5	16.2	4.5	6.6
p47phox inh	1.2	-14.2	-8.0	-0.3	1.9	6.9
TRPML3 agonist	-0.8	0.5	-0.9	0.3	0.9	0.0

(7) CC1CCCCN1CC(=O)NC(=O)NCc1ccccc1 (centres undefined)
(8) COc1ccc(C2CN=NC2C(=O)c2ccccc2)cc1 (centres undefined)
(9) CCN(CC)c1ccc(/C=C(\C#N)C(N)=O)cc1
(10) CCC(=O)Nc1ccc(S(=O)(=O)Nc2ccc(Cl)nn2)cc1
(11) COc1ccc(N(C(=O)c2cc3ccccc3oc2=O)C2C=CS(=O)(=O)C2)c(OC)c1 (centres undefined)
(12) COc1ccc(/C=C/C(=O)c2ccc(O)cc2)cc1CN1CCOCC1

Assay by compound	7	8	9	10	11	12
TRPN1 ag	-1.2	1.1	-1.8	-0.8	0.6	2.4
Runt-SMMHC FRET	-32.6	-15.6	63.0*	0.4	1.5	-2.3
MDM2 E3 inh	-5.1	nt	2.5	-10.4	5.5	-2.8
CHOP inh	12.3	-14.0	-1.1	49.2	1.4	-65.0
EBV gp42 block	-17.3	-20.4	-96.7	-21.9	-0.3	-1.6
TNF death inh	1.9	79.3*	-3.0	1.5	-0.3	5.3
PPC-1+TRAIL kill	12.1	-1.6	16.3	25.2	10.1	-4.2
p47phox inh	-9.3	-37.1	-3.5	-9.7	-3.9	-23.2
TRPML3 agonist	1.1	0.0	-0.4	1.1	0.7	1.3

# Three entries picked at random from the list so far, as already listed:
(2) COCCCNC(=O)Cn1cc(C(=O)c2cccs2)c2ccccc21
(8) COc1ccc(C2CN=NC2C(=O)c2ccccc2)cc1 (centres undefined)
(9) CCN(CC)c1ccc(/C=C(\C#N)C(N)=O)cc1

Assay by compound	2	8	9
TRPN1 ag	1.1	1.1	-1.8
Runt-SMMHC FRET	3.8	-15.6	63.0*
MDM2 E3 inh	6.2	nt	2.5
CHOP inh	13.6	-14.0	-1.1
EBV gp42 block	-2.4	-20.4	-96.7
TNF death inh	-0.3	79.3*	-3.0
PPC-1+TRAIL kill	14.7	-1.6	16.3
p47phox inh	-14.2	-37.1	-3.5
TRPML3 agonist	0.5	0.0	-0.4

# The list goes on:
(13) O=C(Nc1cccnc1)c1cccc(S(=O)(=O)N2CCCC2)c1
(14) C/C(=N\O)C(=O)NCc1ccncc1
(15) CN1CCN(C(=O)/C(=C/c2ccccc2)c2ccccc2)CC1
(16) O=C(Nc1cccc(S(=O)(=O)N2CCCCCC2)c1)c1ccc2c(c1)OCO2
(17) O=C(CSc1ccccc1)Nc1cc(S(=O)(=O)N2CCOCC2)ccc1N1CCOCC1
(18) O=C(O)C(CC1CCCCC1)N1CCS(=O)(=O)CC1 (centres undefined)

Assay by compound	13	14	15	16	17	18
TRPN1 ag	0.1	1.0	1.6	2.3	0.1	2.1
Runt-SMMHC FRET	nt	3.4	-3.1	3.4	0.8	0.3
MDM2 E3 inh	-11.7	-14.1	-12.6	nt	-11.0	-20.2
CHOP inh	1.1	19.9	2.3	32.9	1.0	20.0
EBV gp42 block	-5.5	-1.9	-12.1	6.1	5.7	-8.7
TNF death inh	-0.3	-0.2	-0.9	2.1	1.4	0.1
PPC-1+TRAIL kill	nt	3.5	14.5	-9.1	-6.6	-1.1
p47phox inh	-8.9	-5.1	-0.5	-7.9	-6.5	0.1
TRPML3 agonist	0.8	0.5	0.3	0.4	0.2	0.9

(19) COc1ccc(NC(=O)c2ccc(-n3cccn3)nc2)cc1
(20) Cc1cc(SCC(=O)NC(=O)c2cccn2C)nc2ccccc12
(21) COC(=O)CSc1ccc(S(=O)(=O)N2CCCCCC2)cc1[N+](=O)[O-]
(22) C/C(=N\N=C(/N)c1nonc1N)c1ccc2c(c1)OCO2
(23) CCC1CCC(NC2CCCCNC2=O)CC1 (centres undefined)
(24) O=C(O)c1ccc2c(c1)N(Cc1cccc(F)c1)C(=O)CS2

Assay by compound	19	20	21	22	23	24
TRPN1 ag	1.8	-0.4	0.5	-0.4	0.3	-0.2
Runt-SMMHC FRET	-8.6	-3.1	-9.0	-32.8	-0.5	-5.6
MDM2 E3 inh	-11.6	nt	4.6	-18.2	0.8	-15.2
CHOP inh	-19.0	-9.8	17.5	-33.7	18.0	-6.0
EBV gp42 block	-6.3	-1.4	1.3	-6.2	-12.8	-0.9
TNF death inh	-1.7	-1.1	0.4	-1.9	1.1	0.4
PPC-1+TRAIL kill	-9.0	-1.1	2.0	16.6	10.1	20.1
p47phox inh	11.4	-4.4	12.7	0.1	-2.5	-4.4
TRPML3 agonist	1.0	-0.6	0.3	-0.3	0.8	-1.0

(25) O=C(Cc1ccc(Cl)cc1)NNC(=S)NC(=O)c1cccnc1
(26) Cc1cccc(NC(=O)c2cc3n(n2)C(C(F)(F)F)CC(C2CC2)N3)c1C (centres undefined)
(27) CC(C)CCNC(=O)c1cccc(S(=O)(=O)N2CCc3ccccc32)c1
(28) Cc1ccc(NC(=O)CSc2nccn2C)cc1S(=O)(=O)N1CCOCC1
(29) CN(C1CCS(=O)(=O)C1)S(=O)(=O)c1ccccc1 (centres undefined)
(30) COC(=O)c1c(NC(=O)Cc2cccs2)sc(C(=O)N2CCCCC2)c1C

Assay by compound	25	26	27	28	29	30
TRPN1 ag	-0.1	-0.2	-2.3	0.6	0.3	2.2
Runt-SMMHC FRET	-4.2	-6.7	-0.8	1.2	nt	-6.7
MDM2 E3 inh	-13.8	-9.4	-21.3	5.4	-2.8	-8.0
CHOP inh	22.5	26.4	5.8	25.2	-2.3	3.3
EBV gp42 block	-21.4	-10.8	-8.5	0.3	-16.4	2.4
TNF death inh	-0.1	0.0	0.1	1.9	1.2	0.1
PPC-1+TRAIL kill	11.0	8.5	1.7	11.3	nt	-4.2
p47phox inh	-37.4	-7.0	-10.7	-0.7	-1.7	-51.7
TRPML3 agonist	0.9	0.5	0.5	0.9	1.6	1.0

(31) COc1cccc(N2CC(=O)N(NC(=O)CSc3nc(C)cc(C)c3C#N)CC2=O)c1
(32) CC(=O)OC1C2CCC1C([N+]1(C)CCCCC1)CC2 (centres undefined)
(33) Nc1c([N+](=O)[O-])cc(-c2cnc[nH]2)cc1[N+](=O)[O-]
(34) CCN(CC)c1ccc(NC(=O)CN2CCN(c3nc(C)cc(C)n3)CC2)cc1
(35) COc1ccc(NS(=O)(=O)c2cc(NC(=O)c3cnccn3)ccc2OC)cc1Br
(36) CCCCC(=O)Nc1cccc(NC(=O)CC)c1

Assay by compound	31	32	33	34	35	36
TRPN1 ag	3.1	0.5	-0.4	-2.1	2.0	1.8
Runt-SMMHC FRET	1.8	8.0	0.7	12.9	1.8	-4.0
MDM2 E3 inh	-2.0	-6.9	-6.4	-12.4	-0.2	-12.5
CHOP inh	7.0	-12.5	14.2	63.0	-0.4	-13.1
EBV gp42 block	-8.4	-21.2	-6.6	-8.6	-2.6	-18.1
TNF death inh	1.2	0.0	-1.7	6.6	-1.2	-0.7
PPC-1+TRAIL kill	11.3	-29.7	2.7	5.6	-0.7	-2.9
p47phox inh	6.2	-11.5	14.2	-14.7	-11.2	-6.4
TRPML3 agonist	0.8	0.5	0.8	-0.2	0.9	1.0

(37) Cc1ccc(NC(=O)Cn2nc(C(F)(F)F)c3c2CCC3)cc1
(38) CCc1cc2c(=O)c(-c3cscn3)coc2c(CN(C)C)c1O
(39) COc1cccc(Nc2nc3ccc(C(=O)c4ccccc4)cc3n3cnnc23)c1
(40) CCOC(=O)C(C)N1N=C(/C=C/c2ccc(C)cc2)CCC1=O (centres undefined)
(41) CCOC(=O)/C(C#N)=N/Nc1ccccc1OC
(42) COc1ccc2c(c1)CCc1c(C(=O)Nc3c(C)n(C)n(-c4ccccc4)c3=O)noc1-2

Assay by compound	37	38	39	40	41	42
TRPN1 ag	-0.6	-0.7	1.6	-0.9	-0.8	0.0
Runt-SMMHC FRET	2.9	-0.3	-2.7	-6.1	-132.7	1.3
MDM2 E3 inh	-14.6	-9.4	-4.8	-28.5	11.1	13.3
CHOP inh	33.8	9.9	-39.6	17.2	4.1	-1.4
EBV gp42 block	-16.0	-14.7	-19.8	-17.4	-34.8	-14.0
TNF death inh	1.4	0.2	2.5	-2.4	-0.1	-2.6
PPC-1+TRAIL kill	13.3	4.9	3.3	16.2	11.9	24.4
p47phox inh	-11.4	-18.2	-21.3	-2.1	2.3	-13.2
TRPML3 agonist	-0.2	0.8	0.9	1.3	-0.6	0.5

(43) Nc1cccc(-n2nncc2-c2ccc(Cl)cc2)c1
(44) CCSc1nc2c(c(=O)[nH]c(=O)n2C)n1C
(45) Cc1onc(-c2ccccc2)c1C(=O)NCc1cccs1
(46) CC(C)(C)C(=O)N1CCN(c2ccc([N+](=O)[O-])c(NCc3cccnc3)c2)CC1
(47) Cc1ccc(C)c(CN2C(=O)C3CCCN3c3ccc(S(=O)(=O)N4CCOCC4)cc32)c1 (centres undefined)
(48) O=C(O)c1ccccc1OCCOCCOc1ccccc1C(=O)O
(49) COc1ccc(NS(=O)(=O)c2cc(NC(=O)c3cccc(OCc4c(C)noc4C)c3)ccc2OC)cc1
(50) Cc1ccc(S(=O)(=O)N2CCOCC2)cc1C(=O)NCc1cn2ccsc2n1

Assay by compound	43	44	45	46	47	48	49	50
TRPN1 ag	1.2	0.7	-0.6	0.2	0.3	1.1	1.1	0.0
Runt-SMMHC FRET	-2.2	3.8	-0.2	-6.4	1.9	0.3	-1.1	-3.4
MDM2 E3 inh	14.9	-2.0	-6.7	-9.9	-20.0	-59.4	-4.5	-22.7
CHOP inh	17.3	36.6	9.2	-19.7	-7.0	13.8	30.0	27.3
EBV gp42 block	-4.3	-1.5	-12.4	-12.1	-63.5	-4.0	-4.7	-11.2
TNF death inh	-1.5	-0.3	-0.2	-1.0	-2.5	-1.6	-2.0	-2.2
PPC-1+TRAIL kill	1.8	1.2	-7.7	21.7	16.0	1.9	0.2	-6.4
p47phox inh	-5.9	-15.1	-11.0	-3.1	-93.5	-11.3	-29.2	-4.1
TRPML3 agonist	0.3	0.3	0.5	1.2	-0.1	1.5	1.1	0.8
